Screening results (PubChem)
RGS8-Gao reg = RGS8-Galphao binding modulators, primary screen, biochemical, multiplexed bead flow cytometry | response (percent of control binding), % at 10 µM | Guanine nucleotide-binding protein G(o) subunit alpha (Homo sapiens), P09471 | hit rate 0.34% among 220,000 | AID 1423, 2008 | actives lie on both sides; in the data active = response below about 60% or above about 140%; inactive = in between;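 note: Galphao activated as the GDP aluminium fluoride complex binding bead-coupled RGS8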
Rac1 act GTP bind = GTP binding modulators of activated mutant Rac1, primary screen, biochemical, bead-based flow cytometry, multiplex, fluorescent GTP | percent activity (GTP binding), % at 10 µM | hit rate 0.11% among 190,000 | GST-Rac1 activated beads; actives lie on both sides; 100% means binding = to untreated wells | Ras-related C3 botulinum toxin substrate 1 (Homo sapiens), P63000;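 active = GTP binding at least 20 percentage points away from the 100% baseline, in either direction, so actives lie on both sides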
Mcl1-Bid inh = Mcl-1/Bid binding inhibitors, primary screen, biochemical, TR-FRET, 1536-well. Induced myeloid leukemia cell differentiation protein Mcl-1 (Homo sapiens), Q07820. TR-FRET Mcl-1/Bid-Dy647 peptide binding. inhibition, % at 21.7 µM. hit rate 0.97% among 220,000. AID 1021, 2008;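 active = compounds that cut the binding signal by more than half at the single screening dose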;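 note: His-tagged Mcl-1 with europium anti-His antibody binding Bid BH3 peptide; 0% = Mcl-1 plus peptide wells and 100% = peptide-only wells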
Target sequence (Q07820 whole entry, looked up): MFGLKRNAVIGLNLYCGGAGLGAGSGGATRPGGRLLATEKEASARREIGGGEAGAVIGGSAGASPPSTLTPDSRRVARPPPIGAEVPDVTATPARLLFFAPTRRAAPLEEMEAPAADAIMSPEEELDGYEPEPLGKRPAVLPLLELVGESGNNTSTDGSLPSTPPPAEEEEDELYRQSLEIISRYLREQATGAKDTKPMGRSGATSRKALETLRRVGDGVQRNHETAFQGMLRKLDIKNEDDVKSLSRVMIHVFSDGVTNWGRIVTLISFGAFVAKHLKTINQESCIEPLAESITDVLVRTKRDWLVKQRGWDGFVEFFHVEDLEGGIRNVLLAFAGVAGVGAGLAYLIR
Mcl1 Noxa PPI = Mcl-1/Noxa binding inhibitors, primary screen, biochemical, TR-FRET, 1536-well; inhibition, % at 21.7 µM; AID 1022, 2008; TR-FRET Mcl-1/Noxa peptide binding, 2 h; Induced myeloid leukemia cell differentiation protein Mcl-1 (Homo sapiens), Q07820; hit rate 1.5% among 220,000;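 active = compounds that cut the protein-peptide binding signal by more than 50% relative to plate controls in a single-dose test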;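 note: His-tagged Mcl-1 with rhodamine Noxa BH3 peptide and terbium anti-His antibody; 0% = Mcl-1 plus Noxa peptide wells and 100% = peptide-only wells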
Rab2A wt mod = modulators of GTP binding to Rab2A wildtype, primary screen, biochemical, dog, bead-based flow cytometry, multiplex; GTP binding activity, % at 10 µM; Ras-related protein Rab-2A (Canis lupus familiaris), P61105; GST-Rab2 wt beads, Bodipy-GTP binding; hit rate 0.19% among 190,000;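 active = GTP binding activity at least 20 points away from 100%, either lowered or raised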;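 note: 0% = beads with excess unlabeled GTP and 100% = no-compound control corrected for plate trend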
HRas wt GTP bind = modulators of GTP binding to HRas wildtype, primary screen, biochemical, bead-based flow cytometry, multiplex. GST-Ras wt beads, Bodipy-FL-GTP binding; actives lie on both sides. GTPase HRas (Homo sapiens), P01112. AID 759, 2007. hit rate 0.14% among 190,000. GTP binding activity, % at 10 µM;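 active = GTP binding activity at least 20% away from the 100% baseline, either lowered as inhibitor or raised as activator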;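 note: 0% = unlabeled GTP competition control and 100% = no-compound control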
Target sequence (P01112 whole entry, looked up): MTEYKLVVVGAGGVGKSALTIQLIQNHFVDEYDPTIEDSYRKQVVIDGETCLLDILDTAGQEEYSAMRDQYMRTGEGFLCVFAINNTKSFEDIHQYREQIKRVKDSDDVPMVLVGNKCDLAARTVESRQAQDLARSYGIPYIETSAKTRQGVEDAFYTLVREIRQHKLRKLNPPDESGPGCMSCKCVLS
Rab7 wt GTP bind = modulators of GTP binding to Rab7, primary screen, biochemical, wildtype, multiplex bead flow cytometry; GTP binding activity (percent of control), % at 10 µM; hit rate 0.055% among 190,000; GST-Rab7 beads, fluorescent GTP binding; actives lie on both sides; untreated = 100%, excess cold GTP = 0%;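 active = fluorescent GTP binding to Rab7 beads changed by at least 20 points from the 100% baseline, either direction, mostly lower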;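 note: median green fluorescence of bound Bodipy-FL-GTP per Rab7 bead population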
Cdc42 wt GTP = modulators of GTP binding to wildtype Cdc42, primary screen, biochemical, multiplex bead flow cytometry, Bodipy-GTP; GST-Cdc42 beads; actives lie on both sides; Cell division control protein 42 homolog (Homo sapiens), P60953; percent activity (GTP binding), % at 10 µM; hit rate 0.2% among 190,000;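 active = percent activity GTP binding at least 20 points away from the 100% baseline, either down as inhibitor or up as activator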;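 note: median bead fluorescence of bound Bodipy-FL-GTP at 100 nM; 0% = excess unlabeled GTP control and 100% = no compound control; below 100% means less GTP binding so inhibitor and above means activator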
Target sequence (P60953 whole entry, looked up): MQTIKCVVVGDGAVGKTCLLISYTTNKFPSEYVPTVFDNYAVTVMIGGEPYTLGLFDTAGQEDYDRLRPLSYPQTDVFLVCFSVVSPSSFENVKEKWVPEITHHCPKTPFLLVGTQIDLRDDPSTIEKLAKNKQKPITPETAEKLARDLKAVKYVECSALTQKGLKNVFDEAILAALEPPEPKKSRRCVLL
Pf gamet viab = late stage P. falciparum gametocyte viability inhibitors, primary screen, ATP luminescence, HTS; inhibition, % at 10.9 µM; P. falciparum stage V gametocytes, 24 h; AID 743093, 2013; hit rate 0.065% among 150,000;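 active = inhibition above the mean plus 3 SD of compounds within the control limits, set per campaign, cut at about 38% in these data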;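 note: 0% = DMSO wells and 100% = medium only without gametocytes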
Bim-Mcl-1 = inhibitors of Bim peptide binding to Mcl-1, primary screen, biochemical, bead-based flow cytometry, multiplex; Induced myeloid leukemia cell differentiation protein Mcl-1 (Homo sapiens), Q07820; Bim peptide-Mcl-1 binding; inhibition, % at 10 µM; hit rate 0.1% among 190,000; AID 1009, 2008; in the data active = inhibition above about 40%;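 note: 0% = no compound tracer wells and 100% = peptide blocker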
Rac1 wt GTP bind = wildtype Rac1 GTP binding modulators, primary screen, biochemical, GST-Rac1 beads, flow cytometry, multiplex | Ras-related C3 botulinum toxin substrate 1 (Homo sapiens), P63000 | fluorescent GTP binding; actives lie on both sides; 0 = cold GTP competed, 100 = untreated | GTP binding activity (% of control), % at 10 µM | hit rate 0.27% among 190,000 | AID 757, 2007;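 active = GTP binding activity at least 20 points away from the 100% control level, either lower or higher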
An asterisk follows results filed as active; · = no result given. A portion of the library, so the mix of outcomes need not match the whole.

SMILES	RGS8-Gao reg	Rac1 act GTP bind	Mcl1-Bid inh	Mcl1 Noxa PPI	Rab2A wt mod	HRas wt GTP bind	Rab7 wt GTP bind	Cdc42 wt GTP	Pf gamet viab	Bim-Mcl-1	Rac1 wt GTP bind
CCOc1cc(C(=O)N2CCC3(CC2)OCCO3)cc(OCC)c1OCC	101	98	-19	-12	101	98	100	101	·	8	101
C=CCN1C(=O)NC(=O)/C(=C/c2ccoc2)C1=O	105	100	-76	3	95	97	96	98	-30	0	101
CCC(=NCCCO)c1c(O)n(-c2ccc(OC)cc2)c(=O)[nH]c1=O	100	99	5	11	102	101	102	98	·	0	97
O=C(c1ccc2nc(-c3ccco3)c(-c3ccco3)nc2c1)N1CCC2(CC1)OCCO2	89	93	6	78*	93	93	93	94	·	4	97
CC1(C)CN2C(c3ccc(Cl)cc3)N2C1 (stereo not drawn)	99	97	-36	12	102	102	100	103	·	-3	100
O=C(c1cc(-c2ccc(Cl)cc2)n(-c2ccc(Cl)cc2Cl)n1)N1CCOCC1	101	99	-1	1	101	102	93	102	·	-2	100
COc1cc2occc2c2oc(=O)ccc12	100	98	-5	5	99	98	99	100	-17	0	99
CN(C)CCCN=Cc1c(O)n(CCc2ccccc2)c(=O)[nH]c1=O	105	97	-11	6	100	99	98	98	·	-2	105
c1ccc2c(c1)CSc1ccccc1C2C1=NCCN1 (stereo not drawn)	102	94	2	-1	95	95	97	99	·	4	96
O=C(O)CSC(=S)N1CC2CC(C1)c1cccc(=O)n1C2 (stereo not drawn)	90	93	-7	21	95	94	96	92	19	-5	94
C[C@]12CCC(=O)C=C1CCC1C2CC[C@@]2(C)C1CC[C@@]2(O)CC#N (stereo partly drawn)	106	99	12	14	97	97	93	100	·	-4	100
COC(=O)C(O)(c1ccc(NC(=O)Oc2ccccc2)cc1)C(F)(F)F (stereo not drawn)	98	99	10	2	98	97	95	101	-1	0	103
Cc1c(N=Nc2c(O)[nH]c(=O)[nH]c2=O)c(=O)n(-c2ccccc2)n1C	101	93	-88	-82	95	94	94	97	0	4	96
Cn1c(O)c(C(c2ccncc2)c2c(O)n(C)c(=S)n(C)c2=O)c(=O)n(C)c1=S	101	99	-33	14	101	101	103	102	8	0	101
NCC(O)c1ccc(O)cc1 (stereo not drawn)	113	98	-5	17	100	100	101	100	·	0	101
COc1cccc(NP(=O)(Oc2ccccc2Cl)Oc2ccccc2Cl)c1	104	100	-5	-2	97	100	97	95	-1	0	102
Cc1ccc(-c2nc3ccccc3c(=O)n2-c2ccc(O)cc2)cc1	101	97	-5	1	100	98	106	101	1	1	100
CC(=O)NN1C(=O)c2ccccc2NC1c1cccnc1 (stereo not drawn)	105	91	-10	9	97	95	98	97	-8	2	105
Cn1cc2c([N+](=O)[O-])cc([N+](=O)[O-])cc2n1	101	93	2	42	96	95	101	96	0	-3	96
CCc1nc2ccccc2c(=O)n1-c1cccc(OC)c1	101	91	-8	-5	94	95	93	94	·	-1	93
CC(=O)NC1CC2CCCC(C1)N2 (stereo not drawn)	103	99	-28	-36	101	101	100	103	·	1	103
CCCCOP(=O)(OCCCC)/C(C#N)=C(/C)O	99	97	22	14	97	97	99	97	·	-3	97
CCN(CC)C(=O)c1ccc(NC(=O)c2cc(-n3cnnc3)ccc2Cl)cc1	101	97	1	1	98	97	98	101	13	-2	100
Cc1ccc(C)c(Cn2c(C(=O)O)c(C=O)c3ccccc32)c1	102	93	-13	2	104	98	100	97	-6	2	97
O=C1NC(=O)C(CCc2ccccn2)(Cc2ccc3c(c2)OCO3)C(=O)N1CCc1ccccc1 (stereo not drawn)	100	100	-2	8	100	102	98	102	·	2	101
CCCC[N+]12CCC(CC1)C(C(=O)c1cccs1)C2 (stereo not drawn)	100	96	-11	43	99	101	101	102	5	0	100
CC(=O)Nc1ccccc1C(=O)OCc1ccccc1F	103	95	-5	17	100	98	99	103	-8	-1	101
CC1CCC(NCCc2ccc3c(c2)OCO3)CC1 (stereo not drawn)	100	98	38	23	98	100	97	100	-7	2	103
CC(=NCCN1CCOCC1)c1c(O)n(-c2ccccc2C)c(=O)[nH]c1=O	28*	94	-27	-5	100	104	101	100	10	0	99
Nc1cc(N2CCNCC2)c([N+](=O)[O-])cc1Cl	102	102	-6	2	101	102	97	100	·	-7	105
Cc1ccc2cc(C=C(C#N)C#N)c(Cl)nc2c1	85	97	17	1	96	99	99	95	-19	-3	96
Cc1ccc(N2Cc3ccccc3C2=N)cc1[N+](=O)[O-]	103	93	-8	15	95	96	102	93	1	-1	96
COc1cc(OC)c(OC)cc1CNCCc1ccc(OC)c(OC)c1	102	96	-8	7	100	102	100	102	·	-1	101
Cc1ccc(S(=O)(=O)NCCC(=O)Nc2ccc(Cl)cc2C(=O)c2ccccc2)cc1	97	99	1	-1	101	103	98	98	5	-5	103
CCN(CC)Cc1c[nH]c2ccccc12	101	100	-15	20	100	101	96	103	-20	-5	109
C=CCOC(=O)C1=C(C)OC(N)=C(C#N)C12C(=O)N(CN1CCOCC1)c1ccccc12 (stereo not drawn)	102	97	-29	6	98	98	97	99	·	0	98
O=C(O)CP(=O)(O)c1ccc(Cl)cc1	106	98	-2	4	100	100	100	101	-10	0	101
COc1ccc(C2C(C(=O)N3CCC4(CC3)OCCO4)CC(=O)N2c2ccc(OC)cc2)cc1 (stereo not drawn)	99	99	-3	-17	102	100	96	101	·	-2	98
CCCNS(=O)(=O)c1ccc(OCC(=O)N2CCN(Cc3ccccc3)CC2)cc1	99	99	-14	-19	97	99	99	101	·	0	104
C[C@]12CCC(=O)C=C1CC[C@@H]1[C@@H]2C(=O)C[C@]2(C)C(=O)CC[C@@H]12	98	98	-13	-20	99	97	100	100	·	0	99
COc1ccc(-c2nc3ccccc3c(=O)n2-c2cccnc2)cc1	101	102	-53	6	106	104	102	106	-5	-2	103
COCCCN1CCN(c2nnc3n2-c2sc(Br)cc2C(c2ccccc2Cl)=NC3)CC1	102	98	12	24	97	101	96	100	-11	-1	100
CCn1cc(CN2CCCC(C(=O)c3cccc(OC)c3)C2)c(C)n1 (stereo not drawn)	104	94	-48	9	97	102	101	95	-46	-3	102
CN1C2CCC1CC(OC(=O)c1ccc(Cl)cc1)C2 (stereo not drawn)	95	98	4	19	95	98	97	99	-13	-11	102
CCn1c(=O)n(CC)c2cc([N+](=O)[O-])c(N3CCNCC3)cc21	100	96	-7	3	101	98	101	99	2	-1	97
O=C(c1ccco1)c1cn(Cc2ccccc2Cl)c2ccccc12	100	94	-3	-9	94	95	94	96	·	1	97
CC(=Nc1c(C)n(C)n(-c2ccccc2)c1=O)c1c(O)n(Cc2ccccc2)c(=O)[nH]c1=O	96	99	-15	4	102	101	99	103	-12	-2	101
CCC(=NCCC(c1ccccc1)c1ccccc1)c1c(O)n(C)c(=O)n(C)c1=O	100	92	-13	16	93	95	99	96	·	-2	94
Cc1cc(C)n2c(Br)c(CN3CC4CC(C3)c3cccc(=O)n3C4)nc2n1 (stereo not drawn)	104	98	-13	1	97	96	96	100	·	-1	100
C[C@@H]1CC2(CCCC[N+]2(C)C)C[C@H]1C	100	97	-18	10	102	101	106	95	7	3	104
CNC(=O)c1cccn(Cc2cccc(C(F)(F)F)c2)c1=O	102	96	-29	-2	96	95	99	96	-11	-1	97
COc1ccc(-n2c(/C=C3/C(=O)Nc4ccccc43)nc3ccccc3c2=O)cc1	101	93	-12	11	97	96	·	96	0	0	·

Ten structures already listed, ordered by count of non-hydrogen atoms, highest first:
SMILES	RGS8-Gao reg	Rac1 act GTP bind	Mcl1-Bid inh	Mcl1 Noxa PPI	Rab2A wt mod	HRas wt GTP bind	Rab7 wt GTP bind	Cdc42 wt GTP	Pf gamet viab	Bim-Mcl-1	Rac1 wt GTP bind
CC(=Nc1c(C)n(C)n(-c2ccccc2)c1=O)c1c(O)n(Cc2ccccc2)c(=O)[nH]c1=O	96	99	-15	4	102	101	99	103	-12	-2	101
COCCCN1CCN(c2nnc3n2-c2sc(Br)cc2C(c2ccccc2Cl)=NC3)CC1	102	98	12	24	97	101	96	100	-11	-1	100
CCC(=NCCC(c1ccccc1)c1ccccc1)c1c(O)n(C)c(=O)n(C)c1=O	100	92	-13	16	93	95	99	96	·	-2	94
Cc1cc(C)n2c(Br)c(CN3CC4CC(C3)c3cccc(=O)n3C4)nc2n1 (stereo not drawn)	104	98	-13	1	97	96	96	100	·	-1	100
COc1ccc(-c2nc3ccccc3c(=O)n2-c2cccnc2)cc1	101	102	-53	6	106	104	102	106	-5	-2	103
O=C(c1ccco1)c1cn(Cc2ccccc2Cl)c2ccccc12	100	94	-3	-9	94	95	94	96	·	1	97
CCn1c(=O)n(CC)c2cc([N+](=O)[O-])c(N3CCNCC3)cc21	100	96	-7	3	101	98	101	99	2	-1	97
CNC(=O)c1cccn(Cc2cccc(C(F)(F)F)c2)c1=O	102	96	-29	-2	96	95	99	96	-11	-1	97
CN1C2CCC1CC(OC(=O)c1ccc(Cl)cc1)C2 (stereo not drawn)	95	98	4	19	95	98	97	99	-13	-11	102
C[C@@H]1CC2(CCCC[N+]2(C)C)C[C@H]1C	100	97	-18	10	102	101	106	95	7	3	104
